G9a inh = qHTS Assay for Inhibitors of Histone Lysine Methyltransferase G9a. G9a H3K9 monomethylation, AlphaScreen, 2 h. 350,000 tested, 8.8% active. Potency, µM (titrated, usually from 102 µM), without a hit: at the top dose activity, negative = inhibition, actives largely listed as inhibitors. Histone-lysine N-methyltransferase EHMT2 (Homo sapiens), Q96KQ7; note: potency is the fitted concentration of half-maximal effect; % is set by controls: 0 for no effect and ±100 for the full control effect; nearly all actives have a fitted effect of over 75% in size
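Chemiluminescent proximity detection of H3K9 monomethylation, read after 10 min bead incubation in the dark. Reaction: 20 nM G9a, 500 nM biotin-H3K9 peptide, 20 uM SAM cofactor, 2 h, room temperature, following 15 min enzyme-compound preincubation.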
ERG Ets-DNA blk = qHTS for Small Molecule Inhibitors of the ERG Ets/DNA interaction. fluorescence polarization, His-ERG Ets domain / labelled DNA. Transcriptional regulator ERG (Homo sapiens), P11308. Potency, µM (top dose mostly 76.9 µM), for inactives: at the top dose FP activity, negative = inhibition, usual class: inhibitors. AID 624246, 2012. 370,000 tested, 0.028% active; active = well fitted inhibition curve with a large enough effect in the polarisation, with a control signal flat; inconclusive = small, poorly fitted or top-dose-only effect, or effect the other way, or a change in a side signal; inactive = no such curve, though single readings can be large or run the other way; the % refers to the polarisation;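 note: polarization taken with two DNA probes labelled with fluorescein and Texas red; potency is the fitted concentration of half-maximal effect; % of control where 0% means no effect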
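His-tagged ERG Ets domain (1 uM in the protein solution; 300mM KCl, 50mM Tris-HCl, 1mM EDTA, 1mM DTT, pH 7.5) received compound, then a probe mix of 5 nM fluorescein-DNA and 100nM Texas-615-DNA. Fluorescence polarization was read for both dyes.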
GLS inhibitor = qHTS for Inhibitors of Glutaminase (GLS). Glutaminase kidney isoform, mitochondrial (Homo sapiens), O94925. GLS enzymatic activity, qHTS titration. Potency, µM (top dose mostly 45.5 µM), without a hit: at the top dose activity change, negative = inhibition, usual class: inhibitors. 410,000 tested, 0.21% active. AID 624170, 2012; note: potency is the fitted concentration of half-maximal effect; % is set by controls: 0 for no effect and ±100 for the full control effect
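Read-out is an Amplex red fluorescence increase coupled through glutamate oxidase and HRP, measured before and after 30 min room-temperature incubation. hKGA is in 45 mM KH2PO4 (pH 8.2) with 0.02% Tween-20; glutamine added as 1mM solution.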
JMJD2A Tudor = qHTS Assay for Inhibitors of JMJD2A-Tudor Domain. AID 504339, 2011. 390,000 tested, 4.4% active. Potency, µM (series often up to 114 µM), for inactives: at the top dose activity change, negative = inhibition, usual class: inhibitors. AlphaScreen JMJD2A-Tudor / H3K4me3 peptide binding; note: potency is the fitted concentration of half-maximal effect; % is set by controls: 0 for no effect and ±100 for the full control effect; nearly all actives have a fitted effect of over 50% in size
HP1b binding inh = HTS for Inhibitors of HP1-beta Chromodomain Interactions with Methylated Histone Tails; 390,000 tested, 0.56% active; AID 540317, 2011; Potency, µM (series often up to 114 µM), without a hit: at the highest dose activity change, negative = inhibition, hits mostly inhibitors; Chromobox protein homolog 1 (Homo sapiens), P83916; AlphaScreen HP1-beta / biotin-H3K9me3 peptide binding; note: potency is the fitted concentration of half-maximal effect; nearly all actives have a fitted effect of over 70% in size; inactives centre near 23
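AlphaScreen: HP1-beta (50 nM) preformed 30 min with biotin-H3(1-18)K9me3 peptide (50 nM) in PBS pH 7.4, 0.01% Tween-20. Compound added for 30 min at RT, then streptavidin donor/nickel chelate acceptor beads (10 ug/mL) for 30 min.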
PI4K2A inh = qHTS for small molecular inhibitors of PI4K2A | activity change, negative = inhibition, % at 76.9 µM | 420,000 tested, 0.13% active | purified PI4K2A, ADP-Glo luminescence, 1 h; active compounds read low; in the data active = activity change below about -50%; inconclusive = mostly about -30% to -49%;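 note: -100% = wells without enzyme as full effect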
Target sequence (Q9BTU6 whole entry, looked up): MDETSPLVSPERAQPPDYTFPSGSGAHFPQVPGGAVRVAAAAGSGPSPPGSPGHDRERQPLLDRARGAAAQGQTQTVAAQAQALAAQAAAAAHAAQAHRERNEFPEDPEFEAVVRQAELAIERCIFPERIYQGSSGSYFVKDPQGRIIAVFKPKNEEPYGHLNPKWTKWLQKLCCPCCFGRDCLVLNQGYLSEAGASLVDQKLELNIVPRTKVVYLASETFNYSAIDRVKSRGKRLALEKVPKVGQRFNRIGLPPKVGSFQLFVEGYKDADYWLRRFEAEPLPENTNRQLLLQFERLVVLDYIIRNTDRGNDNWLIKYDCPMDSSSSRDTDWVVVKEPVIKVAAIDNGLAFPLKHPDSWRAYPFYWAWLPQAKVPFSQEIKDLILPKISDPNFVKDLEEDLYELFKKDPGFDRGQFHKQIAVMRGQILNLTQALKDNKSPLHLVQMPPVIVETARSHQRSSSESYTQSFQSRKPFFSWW
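PI4K2A activity was measured by ADP-Glo luminescence: enzyme (4 ug/mL stock) and phosphatidylinositol (1.2 mM stock) in Tris pH 7.5/MgCl2/EGTA/Triton X-100 buffer were reacted with ATP (300 microM stock) for one hour at ambient temperature.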
BAZ2B inh = qHTS Assay for Inhibitors of BAZ2B; AlphaScreen BAZ2B-H3K14Ac peptide displacement; Bromodomain adjacent to zinc finger domain protein 2B (Homo sapiens), Q9UIF8; 360,000 tested, 4.4% active; Potency, µM (series often up to 114 µM), for the others: at the highest dose activity change, negative = inhibition, hits mostly inhibitors; note: potency is the fitted concentration of half-maximal effect; % is set by controls: 0 for no effect and ±100 for the full control effect; nearly all actives have a fitted effect of over 60% in size
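Multi-concentration screen (max 110 uM) measuring displacement of acetylated histone H3 peptide from BAZ2B by AlphaScreen, using 50 nM protein, 50 nM peptide and 10 ug/mL streptavidin donor plus Ni-chelate acceptor beads.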
Pin1 inhibitor = qHTS Assay to Find Inhibitors of Pin1. Peptidyl-prolyl cis-trans isomerase NIMA-interacting 1 (Homo sapiens), Q13526. Potency, µM (doses to about 115 µM), inactives show top-dose activity, negative = inhibition, hits mostly inhibitors. Pin1 FP peptide displacement, HiFluor488, 10 min. AID 504891, 2011. 390,000 tested, 0.009% active; active = well fitted inhibition curve with a large enough effect in the polarisation, with a control signal flat, not every such curve was filed as active; inconclusive = small, poorly fitted or top-dose-only effect, or effect the other way, or a change in a side signal; inactive = no such curve, though single readings can be large or run the other way; the % refers to the polarisation; note: potency is the fitted concentration of half-maximal effect; % is set by controls: 0 for no effect and ±100 for the full control effect
Target sequence (Q13526 whole entry, looked up): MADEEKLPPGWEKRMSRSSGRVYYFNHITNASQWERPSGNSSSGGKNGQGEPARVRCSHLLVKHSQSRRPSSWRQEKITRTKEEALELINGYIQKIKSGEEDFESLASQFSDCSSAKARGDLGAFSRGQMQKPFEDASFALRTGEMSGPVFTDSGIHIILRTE
PGK inhibitor = qHTS Assay to Find Inhibitors of Phosphoglycerate Kinase; Phosphoglycerate kinase, glycosomal (Trypanosoma brucei brucei), P07378; Potency, µM (series often up to 57.5 µM), for inactives: at the highest dose activity change, negative = inhibition, hits mostly inhibitors; PGK/GAPDH coupled, Kinase-Glo luminescence, 60 min; AID 602233, 2012; 380,000 tested, 0.043% active; note: potency is the fitted concentration of half-maximal effect; % is set by controls: 0 for no effect and ±100 for the full control effect; nearly all actives have a fitted effect of over 60% in size
Target sequence (P07378 whole entry, looked up): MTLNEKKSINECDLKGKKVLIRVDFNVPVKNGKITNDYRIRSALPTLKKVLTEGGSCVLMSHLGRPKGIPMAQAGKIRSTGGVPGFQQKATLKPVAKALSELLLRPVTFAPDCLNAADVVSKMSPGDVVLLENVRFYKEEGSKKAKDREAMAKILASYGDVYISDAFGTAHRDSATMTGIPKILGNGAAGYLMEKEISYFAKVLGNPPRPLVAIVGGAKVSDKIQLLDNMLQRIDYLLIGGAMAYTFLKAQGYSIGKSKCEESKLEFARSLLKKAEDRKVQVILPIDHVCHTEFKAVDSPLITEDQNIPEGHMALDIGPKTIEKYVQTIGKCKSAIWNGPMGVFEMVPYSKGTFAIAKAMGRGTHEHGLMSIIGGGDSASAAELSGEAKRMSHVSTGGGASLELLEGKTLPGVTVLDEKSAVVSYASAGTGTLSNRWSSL
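Recombinant glycosomal PGK reaction used 1,3-bisphosphoglycerate generated in-well by GAPDH (100nM final) in 100mM TEA pH 7.6, 5mM MgCl2, 0.01% Tween-20. After 60 minutes at room temperature, ATP was read by Kinase-Glo Plus luminescence end-point.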
Starred values were filed as active, the others as inactive; i = inactive; ? = inconclusive; nt = no result given; & = joins results of further samples; [ ] = another dose, or the depositor's remark. Unless noted, calls come from the whole dose curve; as a rule, active = well fitted curve in the direction sought with a large enough effect; inconclusive = small, poorly fitted or top-dose-only effect, or another doubt; inactive = no such curve, though single readings can be large; an effect the other way counts as inactive or inconclusive. Compounds as they come; overall some 11% were active at least once.

SMILES	G9a inh	ERG Ets-DNA blk	GLS inhibitor	JMJD2A Tudor	HP1b binding inh	PI4K2A inh	BAZ2B inh	Pin1 inhibitor	PGK inhibitor
Cc1cccc(CN2C(=O)c3ccccc3Sc3ccc(C(=O)NCCc4ccccc4)cc32)c1	-1%[59 µM]	2%	-7%	-15%	-4%	1	2%	?	-5%
Cc1cccc(NC(=O)CS(=O)(=O)c2cccc3nsnc23)c1	1%[59 µM]	11%	0%	-5%	19%[57 µM]	-12	-2%	7%	-3%
O=[N+]([O-])c1ccc(Cl)c(/C=N/N2CCN(Cc3ccccc3)CC2)c1	40µM*	1%	nt	5%	29%	6	10µM*	1%	-1%
O=[N+]([O-])c1cccc(-c2nc(-c3cccs3)c(-c3cccs3)[nH]2)c1	?	-5%	-17%	-24%[11.4 µM]	?	0	?	-2%	-8%
FC(F)(F)c1cccc(Nc2ncnc3ccccc23)c1	8%[12.7 µM]	9%	6%	-11%	28%	3	5%	-10%	9%
S=C(Nc1ccccc1)Nc1ccc(Cl)cn1	2%	-15%	-6%	-3%	34%	-6	-12%	-2%	i
CC(=O)Nc1ccc(NC(=O)CCC(=O)OCC(=O)c2ccc(F)cc2)cc1	53%[activator]	0%	-6%	-13%	12%[57 µM]	5	-4%	-7%	-5%
COc1ccc(C(=O)Nc2nc3c(s2)Cc2c(Br)ccc(OC)c2-3)cc1OC	-7%[59 µM]	3%	7%	-26%	8%	-6	-4%	0%	nt
COCCOC(=O)c1c(C)nc(SCC(=O)Nc2cccc3ccccc23)c(C#N)c1-c1ccco1	-30%[59 µM]	1%	21%	-13%	16%	5	8%	31%[activator]	2%
COc1ccc(Cl)cc1NC(=O)CSc1nc(N2CCOCC2)nc(N2CCOCC2)n1	18%[12.7 µM]	-10%	6%	-15%	26%	0	-13%	-11%	-7%
O=C(c1ccoc1)N1CCC2(CC1)Oc1ccc(Cl)cc1C(=O)C21CC(c2ccc(Cl)cc2)=NO1 (stereo unspecified)	-8%[12.7 µM]	-4%	0%	-31%	7%	-3	?	14%	6%
COc1cc(OC)c(NC(=O)NC(C)c2c(-n3cccc3)sc(C)c2C)cc1Cl (stereo unspecified)	-35%[59 µM]	7%	-8%	-32%	?	-1	-18%	1%	nt
COc1ccc(S(=O)(=O)Nc2c(NC3CCCCC3)c3ccccc3oc2=O)cc1	nt	-10%	22%	-36%	52%[activator]	-4	-12%	4%	-2%
Cc1oc2c(c1C(=O)Nc1cccc(Br)c1)C1=NCCN1C=N2	10%[59 µM]	-2%	0%	-15%	-18%	2	-2%	-3%	-6%
Cc1ccc(-c2nc3cnccn3c2Nc2ccccc2)o1	7.9µM*	18%	30%[activator]	?	?	-1	-33%	-1%	-4%
COc1ccc(C(O)P(=O)(OC(C)C)OC(C)C)cc1OC (stereo unspecified)	-1%[0.501 µM]	-5%	-9%	0%	33%	2	14%	0%	7%
COC(=O)c1ccc(C(=O)N2CCCC(Nc3ccc(F)c(F)c3)C2)cc1 (stereo unspecified)	9%	3%	16%	-13%	12%	-4	-17%	-7%	i
CCc1c(C)nc2cc(-c3ccc(OC)c(OC)c3)nn2c1NCC1CC1	56µM*	-12%	-3%	?	-9%	1	-37%	47%[activator]	22%
CCCCC(CC)CN1C(=O)/C(=C/c2ccncc2)SC1=S (stereo unspecified)	nt	-6%	0%	28µM*	?	-5	?	2%	1%
Cc1cc(C)c(NC(=O)CN(C2CCCCC2)C2CCCCC2)c(C)c1	41%[12.7 µM]	3%	8%	1%	13%	4	11%	0%	nt
Cn1c(SCC(=O)N2CCCCCC2)nc2c([nH]c3ccccc32)c1=O	11%	3%	5%	-14%	51%[activator]	-4	-4%	7%	-3%
Cc1ccc(OCCC(=O)OC(C)C(=O)NC2CC2)cc1 (stereo unspecified)	6%	8%	-1%	-20%	-5%	6	8%	-5%	-3%
COc1cc(/C=C/C(=O)O)cc(S(=O)(=O)Nc2ccc3nc(C)sc3c2)c1OC	28%[12.7 µM]	-2%	14%	2%	52%[activator]	-2	-28%	-2%	i
COc1ccc(-c2ccc(S(=O)(=O)n3nc(OC(=O)c4cccs4)cc3N)cc2)cc1	-36%[59 µM]	7%	10%	-13%	51%[activator]	33	-32%	2%	-1%
CS(=O)(=O)N1CCc2ccc(NC(=O)C3CCCO3)cc2C1 (stereo unspecified)	79µM*	-6%	-12%	-12%	52%[activator]	-3	-10%	-5%	-6%
COc1ccc(C2(c3ccc(OC)cc3)NC(=O)N(CC(=O)NC3(C#N)CCCCC3)C2=O)cc1	1%[2.33 µM]	1%	-5%	-32%	11%	-3	8%	-2%	-4%
COc1ccc(-c2cn3c(C)c(C(=O)Nc4ccncc4)sc3n2)cc1	13µM*	7%	4%	-17%	45%[activator]	0	-33%	?	-4%
Cc1cc(OCc2cc(C(=O)N(C)Cc3nonc3C)no2)cc(C)c1Cl	86%[activator]	-3%	-4%	-4%	63%[activator]	5	1%[57.1 µM]	0%	-4%
CCn1nc(-c2ccccc2)c2nc3ccccc3nc21	181%[activator]	6%	7%	96%[activator]	137%	-13	93%[activator]	?	-9%
COc1ccc(-n2c(SCC(N)=O)nnc2-c2ccccc2F)cc1	-7%[59 µM]	-5%	2%	-5%	13%	3	0%	-6%	-4%
CCOCC(=O)Nc1c(C(=O)Nc2ccc(OC)cc2OC)oc2ccccc12	32%[12.7 µM]	-7%	2%	-7%	42%[activator]	-7	-5%	2%	-10%
CCN1CCN(c2ncc3c(n2)CCN(Cc2ccc(Br)s2)C3)CC1	3%[12.7 µM]	4%	5%	-22%	38%	0	-30%	?	1%
O=C(CCc1ccccc1)OCC(=O)c1cccc([N+](=O)[O-])c1	?	-3%	1%	?	-16%	4	-34%	-2%	2%
Nc1ccc(SCCN2C(=O)c3ccccc3C2=O)cc1	10%[59 µM]	-7%	-1%	-25%	14%	2	-31%	-7%	2%
CCOC(=O)CC1C(=O)NCCN1C(=O)c1c(Cl)cccc1Cl (stereo unspecified)	-12%	2%	-2%	-1%	15%	0	4%	-1%	i
Cc1ccc(/C(O)=C/C(=O)C(=O)NC23CC4CC(CC(C4)C2)C3)cc1	?	-3%	31%[activator]	-20%	4%	1	?	6%	-2%
CCn1c(SCc2ccccc2)nc2cc(S(N)(=O)=O)ccc21	-13%	5%	-2%	-15%	12%	6	2%	-2%	-1%
CC(C)c1ccc(NC(=O)Cn2ncc3ccccc32)cc1	16%	5%	-25%	-13%	22%	1	-1%	3%	3%
CCOC(=O)C[C@H]1c2cc(C(F)(F)F)ccc2S(=O)(=O)N1Cc1ccccc1	nt	7%	-1%	18%	59%[activator]	5	nt	6%	-6%
CC(C)(C)NC(=O)C1CC(=O)OC12CCCCC2 (stereo unspecified)	14%	-11%	9%	1%	18%	0	17%	-8%	-3%
CC1CCCCC1NCC(=O)Nc1ccccc1C(=O)Nc1ccccc1 (stereo unspecified)	nt	-5%	1%	-6%	15%	1	nt	4%	2%
O=C(NCCO)C1CCN(C(=O)c2ccc(-c3ccccc3)cc2)CC1	-20%	7%	3%	-7%	36%	-3	3%	1%	-8%
CN(Cc1cccs1)C(=O)c1ccc(S(=O)(=O)NCc2ccco2)cc1	14%[59 µM]	1%	-2%	-12%	20%	-1	-9%	1%	-1%
Cc1ccc(-c2c3c(=O)n(C)c(=O)n(C)c3c3c(C)nc4ccccc4n23)cc1	-3%[59 µM]	-3%	11%	0%	47%[activator]	-1	-2%	-2%	3%
COc1ccc(S(=O)(=O)N2CCC(C(=O)N3CCCC3)CC2)cc1	?	11%	-3%	2%	38%	-3	2%	2%	-5%
O=C(NCc1ccc(Cl)s1)C1CCC(=O)N(CCc2cccc(F)c2)C1 (stereo unspecified)	5%	2%	13%	0%	35%	4	-16%	7%	5%
O=C(NCCc1ccco1)C(=O)NCCC1CCCCN1S(=O)(=O)c1ccccc1 (stereo unspecified)	11%[0.501 µM]	10%	2%	-23%	-3%	4	-32%	9%	-4%
CC[C@H]1OC(=O)[C@H](C)[C@@H](O[C@H]2C[C@@](C)(OC)[C@@H](O)[C@H](C)O2)[C@H](C)[C@@H](O[C@@H]2O[C@H](C)C[C@H](N(C)C)[C@H]2O)[C@](C)(O)C[C@@H](C)CN(C)[C@H](C)[C@@H](O)[C@]1(C)O	31%[59 µM]	-2%	5%&-5%	-13%	25%	1	nt	0%	5%

Bioassay records deposited in PubChem by National Center for Advancing Translational Sciences (NCATS).
